Compound activity as filed in PubChem BioAssay.
RNase H inhibition: RNase H inhibition, HIV 1 Gag Pol polyprotein, FRET biochemical assay, screening (AID 372); inhibition, % at 10 µM, or IC50 in µM where a hit was titrated; HIV-1 RT RNase H, FRET RNA/DNA substrate fluorescence; higher % means a stronger effect; 100,000 compounds, 0.77% hits; in the data active means inhibition above about 50%
Active calls of the source: *; & = joins results of further samples. An excerpt (hit frequency here may not be typical).

Start of the listing, in advance, four compounds:
SMILES | RNase H inhibition
Cc1c(NC(=O)Cc2ccccc2)cccc1-c1nc2ccccc2o1 | 8%
O=CN1CCN(C2CC(=O)N(c3ccc(F)cc3)C2=O)CC1 (stereo not drawn) | 10%
CCOc1ccc(NC(=O)C2=C(C)NC(=S)NC2c2cc(OC)c(OC)c(OC)c2)cc1 (stereo not drawn) | 2%
CCOC(=O)C1=C(C)N=c2s/c(=C\c3ccc(OCc4ccc([N+](=O)[O-])cc4)c(OCC)c3)c(=O)n2C1c1ccc(OC)c(OC)c1 (stereo not drawn) | 0%

The listing, from the start:
SMILES | RNase H inhibition
Cc1c(NC(=O)Cc2ccccc2)cccc1-c1nc2ccccc2o1 | 8%
O=CN1CCN(C2CC(=O)N(c3ccc(F)cc3)C2=O)CC1 (stereo not drawn) | 10%
CCOc1ccc(NC(=O)C2=C(C)NC(=S)NC2c2cc(OC)c(OC)c(OC)c2)cc1 (stereo not drawn) | 2%
CCOC(=O)C1=C(C)N=c2s/c(=C\c3ccc(OCc4ccc([N+](=O)[O-])cc4)c(OCC)c3)c(=O)n2C1c1ccc(OC)c(OC)c1 (stereo not drawn) | 0%
O=C(O)c1cc2n(n1)C(C(F)(F)F)CC(c1ccc3c(c1)OCO3)N2 (stereo not drawn) | 1%
COc1cc(C=C2C(=O)NC(=O)NC2=O)cc(Cl)c1OS(=O)(=O)c1ccc(C)cc1 | 20%
COc1ccc(Cl)cc1C(=O)Nc1ccc2oc(-c3cccc(F)c3)nc2c1 | 0%
Fc1ccccc1N1CCN(Cc2cccc(OCc3ccccc3)c2)CC1 | 17%
Oc1ccccc1/C=N/Nc1cc2ccccc2cc1N/N=C/c1ccccc1O | 19%
COC(=O)c1cc(O)cc(S(=O)(=O)c2ccc(C)cc2)c1O | 0%
Nc1nnc(-c2ccccc2SCc2ccccc2)s1 | 10%
Cc1cc([N+](=O)[O-])ccc1NC(=S)NC(=O)/C=C/c1ccccc1 | 17%
COc1ccc(C(=O)NCc2ccc3c(c2)OCO3)c(OC)c1 | 7%
CCOc1ccccc1C(=O)Nc1nnc(SCC)s1 | 4%
O=C(NC(=S)Nc1ccc(Cl)c(-c2nc3ccccc3o2)c1)c1ccccc1Cl | 4%
COc1cccc(CN2CCN(C(=O)c3ccco3)CC2)c1OC | 4%
NC(=S)NNC(=O)COc1ccccc1 | 7%
COc1ccccc1NC(=O)C1=C(C)NC(SCc2ccccc2)=C(C#N)C1c1ccco1 (stereo not drawn) | 7%
Nc1nnc(CC(=O)N/N=C/c2ccc(Cl)cc2Cl)s1 | 21%
Cc1cc(C)cc(NC(=O)COc2ccc(Cl)cc2Cl)c1 | 8%
C=CCc1ccccc1OCC(=O)N/N=C/c1ccc(Cl)cc1 | 2%
Cc1ccc2oc(-c3cc(NC(=O)c4ccc(I)cc4)ccc3O)nc2c1 | 10%
C#CCOc1ccc(/C=C2\SC(=O)N(C)C2=O)cc1OCC | 9%
COC(=O)c1cc(S(=O)(=O)N2CCOCC2)ccc1Cl | 0%
COc1ccc(OC)c(N(CC(=O)Nc2cc(Cl)ccc2C)S(=O)(=O)c2ccc(C)cc2)c1 | 8%
O=C1NC(=S)N(c2ccc(Cl)cc2)C(=O)/C1=C/c1ccc(N2CCOCC2)o1 | 19%
Cc1ccn2c(NC(=O)/C=C/c3ccccc3)c(-c3ccccc3)nc2c1 | 0%
COC(=O)c1ccc(/C=C2\SC(NC(C)=O)=NC2=O)cc1 | 0%
CCn1cc(/C=C(/C#N)C(N)=O)c2ccccc21 | 0%
COc1ccc2nc(NC(=O)c3ccc(C(C)(C)C)cc3)sc2c1 | 8%
Cc1cccc(C(=O)NCc2ccncc2)c1 | 4%
CCOC(=O)c1ccccc1NC(=O)C1COc2ccccc2O1 (stereo not drawn) | 28%
CCCCCOC(=O)C1=C(C)N(C)C(=O)NC1c1cc(Cl)c(O)c(OC)c1 (stereo not drawn) | 21%
Cc1ccc(-n2c(SCC(N)=O)nc3c(c2=O)C2(CCCC2)Cc2ccccc2-3)cc1 | 9%
O=C1NC(=S)N(c2ccccc2)C(=O)/C1=C/c1cc(Br)c(O)c(Br)c1 | 18%
CCCC1=C(C(=O)OCC)C(c2ccc(OC)c(C)c2OC)C(C#N)=C(N)O1 (stereo not drawn) | 13%
COC(=O)c1c(C(F)(F)F)cc(-c2ccccc2)nc1C | 15%
c1cncc(-c2nnc(SCc3nc4ccccc4[nH]3)o2)c1 | 6%
CCOc1ccc(-n2c(O)c(C=NCCCO)c(=O)[nH]c2=O)cc1 | 3%
CCC12CC3CC(C1)CC(C(=O)NNC(N)=O)(C3)C2 | 7%
O=C1C2C3C=CC(C4CC34)C2C(=O)N1Cc1ccc(F)cc1 (stereo not drawn) | 0%
Oc1ccc(C=NCCc2ccccc2)cc1 | 0%
COc1ccc(-c2n[nH]c3c2C(c2ccccc2F)N(c2ccccc2)C3=O)cc1 (stereo not drawn) | 27%
O=C(c1cccc(Cl)c1Cl)N1CCN(c2ccc([N+](=O)[O-])cc2)CC1 | 6%
COc1ccc(C=C2C(=O)NC(=S)NC2=O)cc1OC(=O)c1cccc2ccccc12 | 26%
O=c1/c(=C/c2cccc([N+](=O)[O-])c2)sc2nnc(-c3ccccc3)n12 | 20%
Cc1ccc(NC(=O)C2C3C4CCC(C4)C23)cc1 (stereo not drawn) | 3%
O=C1CC(=O)N(CCc2ccc(F)cc2)C(=O)N1 | 17%
CCOc1ccccc1NC(=O)c1c(NC(=O)c2ccc(C)cc2)sc2c1CCCC2 | 12%
CC1(C)CC(=O)C2=C(C1)NC1=C(C(=O)c3ccccc31)C2c1ccc(OC(=O)c2sc3ccccc3c2Cl)cc1 (stereo not drawn) | 11%
COc1ccc(C(=O)Oc2ccc(Br)cc2C=C2C(=O)NC(=O)NC2=O)cc1 | 10%
CCNC(=O)NC(C(=O)OC)C12CC3CC(CC(C3)C1)C2 (stereo not drawn) | 6%
CC(C)(C)c1ccccc1OCCCN1CCCC1 | 2%
Cc1ccc(S(=O)(=O)N(CC(C)C)CC(C)C)cc1 | 4%
O=C(NN1C(=O)/C(=C/c2cccnc2)SC1=S)C(c1ccccc1)c1ccccc1 | 8%
COc1cc([N+](=O)[O-])ccc1NC(=S)NC(=O)c1ccccc1 | 3%
Cc1cc(C)c(N2C(=O)NC(=O)/C(=C\c3ccc4c(c3)OCO4)C2=O)c(C)c1 | 0%
Cc1ccc(C2=NN(C(=O)OC(C)(C)C)C(O)(C(F)(F)F)C2)cc1 (stereo not drawn) | 14%
Cc1sc(NN=C2CCCC2)nc1-c1ccccc1 | 2%
Cn1c(=O)c2c(ncn2CC(=O)Nc2ccc(OCc3ccccc3)cc2)n(C)c1=O | 0%

Shown as tab-separated lines: part of the list above
Structure	RNase H inhibition
CCOc1ccccc1NC(=O)c1c(NC(=O)c2ccc(C)cc2)sc2c1CCCC2	12%
CC1(C)CC(=O)C2=C(C1)NC1=C(C(=O)c3ccccc31)C2c1ccc(OC(=O)c2sc3ccccc3c2Cl)cc1 (stereo not drawn)	11%
COc1ccc(C(=O)Oc2ccc(Br)cc2C=C2C(=O)NC(=O)NC2=O)cc1	10%
CCNC(=O)NC(C(=O)OC)C12CC3CC(CC(C3)C1)C2 (stereo not drawn)	6%
CC(C)(C)c1ccccc1OCCCN1CCCC1	2%
Cc1ccc(S(=O)(=O)N(CC(C)C)CC(C)C)cc1	4%

The list continues.
SMILES | RNase H inhibition
Cc1sc(/N=C/c2ccc(N(C)C)cc2)c(C#N)c1C | 11%
COc1ccc(CNC(=O)c2ccc(CSc3ccc(Cl)cc3)cc2)cc1 | 4%
O=C(CCCNc1ccccc1)N/N=C/c1cccc(Br)c1 | 5%
Nc1ccc2nn(-c3ccc(F)cc3)nc2c1 | 11%
CCOc1cccc(C=Nc2cc(C)on2)c1O | 5%
C/C(Cn1nnc([N+](=O)[O-])n1)=N\NC(=O)c1cccc(Cl)c1 | 5%
Cc1ccc2c(c1)C(c1ccccc1Br)CC(=O)N2 (stereo not drawn) | 12%
COc1ccc(OCCCOc2cccc(C)c2C)cc1 | 10%
CCOc1ccc(-c2csc(-c3cc4c(ccc5ccccc54)oc3=O)n2)cc1 | 5%
O=C(COc1ccc(Br)cc1)Nc1ccccc1Cl | 27%
C=CCN1C(=O)/C(=C\c2ccc(OCc3ccccc3)c(OCC)c2)SC1=S | 13%
Cc1ccc(-c2nnc3s/c(=C\c4ccc(C)o4)c(=O)n23)cc1 | 6%
CSc1ccc(C2NC(=O)c3c(sc4c3CCCC4)N2)cc1 (stereo not drawn) | 14%
O=C(NC(=S)Nc1cccc(NC(=O)c2ccccc2)c1)c1ccc(Cl)cc1 | 30%
O=C(CSc1ccccc1)Nc1ccc2ccccc2c1 | 24%
Nc1ccc(Sc2cccc(S(=O)(=O)c3cccc(Sc4ccc(N)cc4)c3)c2)cc1 | 28%
CCn1c2ccccc2c2cc(NC(=O)C/C(C)=N/NC(=O)OCc3ccc(OC)cc3)ccc21 | 11%
Cc1cccc(-n2c(O)c(C=NCc3ccc(F)cc3)c(=O)[nH]c2=O)c1 | 0%
Cc1[nH]c(=O)c(C(=O)/C=C/c2cccs2)c2c1CCCC2 | 12%
Cc1cc(C)c2nc3s/c(=C\c4ccc(-c5ccccc5C(=O)O)o4)c(=O)n3c2c1 | 10%
CCCC(=O)Nc1ccc(C=C(C(C)=O)C(C)=O)cc1 | 7%
CCOC(=O)c1ccc2c(c1)C1C=CCC1C(c1ccc(Cl)cc1Cl)N2 (stereo not drawn) | 22%
Cc1ccc(S(=O)(=O)n2cccc2)cc1 | 1%
Fc1ccc(Br)cc1SCCc1ccccn1 | 0%
Cc1nc2ccccc2n1C1CC(=O)N(c2cccc(Cl)c2)C1=O (stereo not drawn) | 10%
O=C1C=C(NNC(=O)Cc2ccccc2)CCC1 | 5%
O=C(NC(Oc1ccccc1)C(Cl)(Cl)Cl)NC(Oc1ccccc1)C(Cl)(Cl)Cl (stereo not drawn) | 11%
CCC(C(=O)N1CCc2ccccc21)c1ccccc1 (stereo not drawn) | 0%
CCCCOC(=O)c1ccc(OC(=O)CCN2C(=O)c3ccccc3C2=O)cc1 | 14%
CN(c1ccccc1)c1ccc(/C=C2\C(=O)ON=C2c2cccc([N+](=O)[O-])c2)cc1 | 22%
O=C1C2C3C=CC(CC3)C2C(=O)N1c1ccc(F)cc1 (stereo not drawn) | 3%
CCC(=O)N1c2ccccc2NC2=C(C(=O)CC(C)(C)C2)C1c1ccc(-c2ccc([N+](=O)[O-])cc2Cl)o1 (stereo not drawn) | 6%
CCCOc1ccc(N2C(=O)CC(S/C(N)=N/N=C(C)/C=C/c3ccc(N(C)C)cc3)C2=O)cc1 (stereo not drawn) | 7%
COc1ccccc1OCCCOc1cc(C(C)C)ccc1C | 18%
CC(=O)Nc1cccc(NC(=O)C2CC3CCC2C3)c1 (stereo not drawn) | 10%
COc1ccc(CCNC(=O)c2ccc(C)c([N+](=O)[O-])c2)cc1 | 4%
CC(=O)Nc1nc(C)c(-c2csc(Nc3ccc(S(N)(=O)=O)cc3)n2)s1 | 0%
CCOc1ccc(-n2c(C)c(C(C)=O)c(C(C)=O)c2C)cc1 | 10%
O=C(Nc1nnc(CC2=CCCCC2)s1)Nc1ccc(Cl)cc1Cl | 34%
O=C(N/N=C/c1cc(I)cc(I)c1O)c1cccc(F)c1 | 0%
CCCCOc1ccc(C(=O)NNC(=O)c2ccccc2Cl)cc1 | 1%
C=CCn1c(SC)nc(O)c(Cc2ccccc2)c1=O | 0%
Cc1ccc(S(=O)(=O)N2CCN(CCN3C(=O)c4cccc5cccc(c45)C3=O)CC2)cc1[N+](=O)[O-] | 12%
Clc1ccccc1CSc1ncnc2nc[nH]c12 | 47%
COC(OC)C12c3ccccc3C(c3ccccc31)C1C(=O)N(Cc3cccnc3)C(=O)C12 (stereo not drawn) | 9%
C#CCSc1nc2ccccc2n1C(=O)CCN1C(=O)c2cccc3cccc(c23)C1=O | 0%
O=c1[nH]c2ccccc2c(O)c1-c1cc2ccccc2oc1=O | 10%
COc1ccc(N/C(=N\S(=O)(=O)c2ccc(NC(C)=O)cc2)Nc2nc(C)cc(C)n2)cc1OC | 1%
O=C1NC(=S)NC(=O)C1=Cc1ccc(N2CCCC2)o1 | 5%
C#CCSc1nc2c(cc1C#N)CCCC2 | 26%
COc1cc(C=O)ccc1OCCOCCOc1ccc(Br)cc1 | 20%
Cc1cc(C)c(C(N)=O)c(SCC(=O)Nc2nccs2)n1 | 1%
Cn1c(=O)c2c(nc(Sc3ncn[nH]3)n2C)n(C)c1=O | 15%
CC(NC(=O)COc1ccc(Cl)cc1)C(=O)O (stereo not drawn) | 4%
O=C(Nc1ccc(F)cc1)Nc1nnc(-c2ccc([N+](=O)[O-])cc2)s1 | 46%
CCOC(=O)C1=C(C)N=c2s/c(=C\c3cccc(OCc4ccccc4)c3)c(=O)n2C1c1ccc(C)cc1 (stereo not drawn) | 4%
CC1CN(C2=NC(=O)/C(=C\c3cccc(Br)c3)S2)CC(C)O1 (stereo not drawn) | 29%
Cc1sc2nc(SCC(=O)N3CCOCC3)[nH]c(=O)c2c1C | 20%&3%
Cc1ccccc1-n1c(-c2ccc(Cl)cc2Cl)n[nH]c1=S | 4%
CC(C)(C)c1ccc(S(=O)(=O)Nc2cc(C(N)=O)cc(C(N)=O)c2)cc1 | 4%

Arranged by number of heavy atoms (highest first): 3 of the compounds above
SMILES | RNase H inhibition
Cc1sc2nc(SCC(=O)N3CCOCC3)[nH]c(=O)c2c1C | 20%&3%
C=CCn1c(SC)nc(O)c(Cc2ccccc2)c1=O | 0%
C#CCSc1nc2c(cc1C#N)CCCC2 | 26%

More structures follow.
SMILES | RNase H inhibition
O=C(NNC(=O)c1ccco1)C(=O)N1CCCC1 | 8%
O=S(=O)(Nc1cccc(I)c1)c1ccccc1 | 0%
Cc1ccc2c(c1)NC(c1ccc(F)cc1)C1=C(CC(C)(C)CC1=O)N2 (stereo not drawn) | 6%
CCOC(=O)C1=C(C)N=c2s/c(=C\c3ccc(O)c(OCC)c3)c(=O)n2C1c1cccs1 (stereo not drawn) | 16%
